High-throughput results as filed in PubChem BioAssay.
Menin-MLL TR inh – inhibitors of human menin-MLL interaction, mutant MLL peptide. O00255. Menin + Texas Red MLL mutant peptide, fluorescence polarization. Potency, µM (titrated, usually from 61.6 µM), without a hit: at the top dose FP activity change, negative = inhibition, hits mostly inhibitors. actives 0.23% (n = 270,000); active means well fitted inhibition curve with a large enough effect in the polarisation, with a control signal flat, not every such curve was filed as active; inconclusive means small, poorly fitted or top-dose-only effect, or effect the other way, or a change in a side signal; inactive means no such curve, though single readings can be large or run the other way; the % refers to the polarisation; further: potency means the concentration at half of the fitted maximal effect; % of control where 0% means no effect; many of its hits are not listed in these tables
Target sequence (O00255 whole entry, looked up): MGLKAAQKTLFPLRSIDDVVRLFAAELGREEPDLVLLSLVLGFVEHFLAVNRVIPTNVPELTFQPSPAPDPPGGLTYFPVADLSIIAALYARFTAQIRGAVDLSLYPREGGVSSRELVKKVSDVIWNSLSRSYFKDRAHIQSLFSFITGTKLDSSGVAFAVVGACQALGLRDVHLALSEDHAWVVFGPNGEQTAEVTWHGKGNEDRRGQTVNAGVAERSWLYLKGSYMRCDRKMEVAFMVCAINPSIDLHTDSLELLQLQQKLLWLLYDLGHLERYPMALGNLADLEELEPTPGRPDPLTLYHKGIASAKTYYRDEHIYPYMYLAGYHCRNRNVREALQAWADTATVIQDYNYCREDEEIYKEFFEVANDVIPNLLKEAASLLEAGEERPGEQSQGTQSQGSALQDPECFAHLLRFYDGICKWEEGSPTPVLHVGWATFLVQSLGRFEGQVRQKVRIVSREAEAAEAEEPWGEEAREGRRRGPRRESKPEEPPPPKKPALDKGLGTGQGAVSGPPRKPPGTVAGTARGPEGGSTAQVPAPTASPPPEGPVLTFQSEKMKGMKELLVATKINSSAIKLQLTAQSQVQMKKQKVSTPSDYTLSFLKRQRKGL
TCR activator – activators of T cell receptors. 330,000 tested, under 10 active. Potency, µM (titrated, usually from 9.22 µM), for the others: at the highest dose activation of IL-2 secretion, actives largely listed as activators. primary human leukocytes, anti-CD3, IL-2 HTRF, 48 h; further: % of control where 0% means no effect
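IL-2 produced over 48 hr by a-CD3 bead-stimulated primary human leukocytes exposed to compounds was detected with a homogeneous time-resolved FRET immunoassay, 665nm acceptor signal after 320nm excitation.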
TSHR antagonist – blocks TSH signaling through the human TSH receptor. TSHR-expressing cells, TSH-stimulated cAMP HTRF, 2 h; hits give low values. activity change, negative = inhibition, % at 11.5 µM. actives 0.2% (n = 330,000). AID 504810;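 active means activity change below a set negative limit, meaning inhibition stronger than a set level, cut at about -70% in these data; inconclusive means activity change between two set negative limits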; further: on the % scale 0 is the no-effect control and ±100 the full control effect
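TSHR-expressing cells, 200/well, pre-treated with compound, then stimulated with EC80 TSH (4nM final) for 2 hours at 37 deg C. cAMP measured by competitive HTRF: anti-cAMP cryptate antibody in lysis buffer plus cAMP-d2, read after 30 minutes at room temperature.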
ASM inhibitor – blocks human secretory acid sphingomyelinase | P17405 | placental ASM, HMU-PC fluorogenic substrate, 60 min | Potency, µM (series often up to 57.5 µM), inactives show at the top dose activity change, negative = inhibition, actives largely listed as inhibitors | actives 0.006% (n = 340,000); further: potency means the concentration at half of the fitted maximal effect
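HMU-PC0 cleavage (9 uM final) by human placental ASM, 60 min at 37 °C following 10 min compound exposure at RT; stopped at pH 10, fluorescence Ex 386/Em 447 nm.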
PTAP TSG101 blk – blocks PTAP/TSG101 interaction to inhibit HIV-1 budding; Q99816; Potency, µM (series often up to 115 µM), without a hit: at the highest dose activity change, negative = inhibition, hits mostly inhibitors; Fluorescence polarization, FITC-PTAP peptide / Tsg101 binding; AID 493005; 340,000 tested, under 10 active; active means well fitted inhibition curve with a large enough effect in the main read-out, with a control signal flat, not every such curve was filed as active; inconclusive means small, poorly fitted or top-dose-only effect, or effect the other way, or a change in a side signal; inactive means no such curve, though single readings can be large or run the other way; further: potency means the concentration at half of the fitted maximal effect; % of control where 0% means no effect
Target sequence (Q99816 whole entry, looked up): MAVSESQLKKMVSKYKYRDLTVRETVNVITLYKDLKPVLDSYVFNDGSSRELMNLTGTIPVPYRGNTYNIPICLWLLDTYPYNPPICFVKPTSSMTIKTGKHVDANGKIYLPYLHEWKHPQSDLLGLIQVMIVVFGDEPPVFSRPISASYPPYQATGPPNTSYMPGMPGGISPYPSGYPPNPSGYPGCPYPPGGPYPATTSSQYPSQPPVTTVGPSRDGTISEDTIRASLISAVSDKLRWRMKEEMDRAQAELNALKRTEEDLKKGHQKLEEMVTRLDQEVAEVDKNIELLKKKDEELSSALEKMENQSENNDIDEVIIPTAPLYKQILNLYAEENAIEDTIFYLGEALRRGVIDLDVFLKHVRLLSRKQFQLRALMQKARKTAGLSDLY
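Fluorescence anisotropy tracks displacement of a FITC-tagged PTAP peptide (50 nM) from the Tsg101 binding domain (10 uM), following a 20 min room-temperature incubation at pH 7.5.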
MBNL1 CUG block – blocks human MBNL1 binding to CUG repeat RNA; actives 0.036% (n = 280,000); TR-FRET MBNL1-His/biotin-(CUG)12 binding, 665/545 ratio; Q9NR56; Potency, µM (series often up to 57.5 µM), inactives show top-dose activity change, negative = inhibition, actives largely listed as inhibitors; active means well fitted inhibition curve with a large enough effect in the signal ratio, with a control signal flat, not every such curve was filed as active; inconclusive means small, poorly fitted or top-dose-only effect, or effect the other way, or a change in a side signal; inactive means no such curve, though single readings can be large or run the other way; the % refers to the signal ratio; further: potency means the concentration at half of the fitted maximal effect; on the % scale 0 is the no-effect control and ±100 the full control effect
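Compounds (final 92 nM to 58 uM) are added to His-tagged MBNL1 and biotin-(CUG)12, then terbium anti-His antibody and streptavidin-XL665 (5 nM final). After 60 min at room temperature, the 665/545 nm ratio is read.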
Mito fusion act – inhibitors of mitochondrial division or activators of mitochondrial fusion | actives 0.23% (n = 320,000) | Potency, µM (titrated, usually from 46.1 µM), for inactives: at the highest dose growth rescue (activation), hits mostly activators | S. cerevisiae fusion-defective mutant growth rescue, CellTiterGlo 48 h;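 further: potency means the concentration at half of the fitted maximal effect; % of control where 0% means no effect; nearly all actives have a fitted effect of over 45% in size; temperature-sensitive fusion mutants such as fzo1-1 at 37 °C on non-fermentable ethanol glycerol medium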
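Yeast fusion mutant, YPEG (non-fermentable carbon), compound, 48 h at 37C non-permissive; CellTiterGlo added, 10 min RT, luminescence read. Rescued growth = division inhibition.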
AT treatment – candidate therapy for ataxia-telangiectasia; […] A-T fibroblasts, KAP-1 phosphorylation AlphaLISA; neocarzinostatin DNA damage 30 min before lysis; Potency, µM (doses to about 57.5 µM), for the others: at the highest dose activation, usual class: activators; actives 0.19% (n = 320,000); AID 485349; further: potency means the concentration at half of the fitted maximal effect; % of control where 0% means no effect; nearly all actives have a fitted effect of over 45% in size
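hTERT-immortalized A-T patient fibroblasts ([…]), 500 cells/well in OPTI-MEM, 1% FBS, got compounds for 60 min, then NCS for 30 min at 37C. Lysates were then assayed for phospho-KAP-1 by AlphaLISA (anti-pKAP1 donor, anti-KAP1 acceptor beads), 6 hr at 25C.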
CXXC DNA block – blocks binding of human MLL CXXC domain to DNA. actives 0.037% (n = 290,000). Q03164. MLL-CXXC / FITC-HOXA9 DNA fluorescence polarization. Potency, µM (doses to about 115 µM), for inactives: at the highest dose activity change, negative = inhibition, actives largely listed as inhibitors; active means well fitted inhibition curve with a large enough effect in the polarisation, with a control signal flat, not every such curve was filed as active; inconclusive means small, poorly fitted or top-dose-only effect, or effect the other way, or a change in a side signal; inactive means no such curve, though single readings can be large or run the other way; the % refers to the polarisation; further: potency means the concentration at half of the fitted maximal effect
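Fluorescence polarization: 7 uM MLL-CXXC (stock) preincubated 5 min with compounds, then 50 nM fluorescein-HOX-A9 DNA (stock) added; 30 min ambient. Buffer 50 mM Tris-HCl pH 7.5, 50 mM NaCl, 1 mM DTT, 0.05% BSA.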
a7 integrin act – activates integrin-mediated alleviation for muscular dystrophy | alpha7betagal myoblasts, beta-gal FDG fluorescence, 48 h | Potency, µM (doses to about 38.3 µM), for the others: top-dose activation, hits mostly activators | actives 0.064% (n = 350,000);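 further: potency means the concentration at half of the fitted maximal effect; 100% = response of the positive control SU9516; nearly all actives have a fitted effect of over 60% in size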
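Alpha7betagal+/- myoblasts (passage 13) were plated 16-24 hr, then exposed to compounds (1:260 dilution of DMSO stock) for 48 hours at 37C. After MPER lysis, β-galactosidase reporter activity was read as FDG fluorescence (ex 480/em 540) after 30 minutes.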
* = called active by the depositor; ? = inconclusive; / = no result given; [ ] = another dose, or the depositor's remark. Unless noted, the call rests on the fitted dose curve; in most records, active means well fitted curve in the direction sought with a large enough effect; inconclusive means small, poorly fitted or top-dose-only effect, or another doubt; inactive means no such curve, though single readings can be large; an effect the other way counts as inactive or inconclusive. Not all compounds are listed. The share of hits here may be higher or lower than overall.

Under each structure: CXXC DNA block, MBNL1 CUG block, ASM inhibitor, AT treatment, a7 integrin act, Menin-MLL TR inh, Mito fusion act, PTAP TSG101 blk, TSHR antagonist, TCR activator
Cc1ccc(S/C=C\C(=O)c2ccccc2)cc1
  38.4%[activator], -6.2%, 7.0%, /, -55.6%[inhibitor], ?, -2.3%, -3.3%, -21.5, /
O=C(Nc1nnc(CC(=O)N2CCOCC2)s1)C1COc2ccccc2O1 (stereo not drawn)
  0.0%, 4.2%, 2.7%, 2.3%, 16.2%, -6.3%, -1.8%, -5.7%, -3.2, -7.4%
CC(C)CC1NC(=O)N(CC(=O)NC2CCCCC2)C1=O (stereo not drawn)
  /, /, -4.4%, -2.2%, -2.3%, /, 4.6%, 2.3%, 0.4, -5.0%
COc1cccc(NC(=O)CSc2nc3c(sc4ccccc43)c(=O)n2CCCN2CCCC2)c1
  29.5%, 13.6%, -3.9%, -1.7%, -55.5%[inhibitor], ?, -9.1%, -10.6%, -3.2, 0.6%
O=C(c1ccccc1)c1cccc(NC(=O)C2CC2)c1
  3.1%, -0.6%, -0.3%, -2.9%, -2.8%, 5.3%, 8.0%, -6.5%, -7.1, -1.5%
COc1ccc(CCNC(=O)c2ccc(COc3ccccc3OC)o2)cc1
  5.1%, -0.5%, -2.1%, 7.0%, ?, -7.6%, 12.2%, -6.2%, -10.7, -6.1%
Nc1ccc(S(=O)(=O)NN=Cc2ccccc2[N+](=O)[O-])cc1
  /, /, 12.7%, /, 5.5%, /, /, -3.0%, /, -1.6%
COc1ccc(-c2nc3c(-c4ccc(Cl)cc4)cnn3cc2C)cc1F
  1.4%, 15.1%, -10.2%, 0.0%, 2.8%, 23.9%, -2.1%, -2.8%, -2.6, -9.2%
CC1(C(=O)N2CC3(CC(c4cccc([N+](=O)[O-])c4)=NO3)C[C@H]2C(=O)NCC(N)=O)CC1 (stereo partly drawn)
  4.5%, ?, 0.7%, 0.0%, 1.9%, 8.5%, -2.0%, /, 0.7, -7.0%
CCOC(=O)N1CCN(C(=O)c2ccc3c(=O)n(-c4ccccc4F)c(=S)[nH]c3c2)CC1
  0.5%, /, 10.8%, -0.5%, -53.0%[inhibitor], -0.6%, -3.7%, -5.3%, 0.2, 1.9%
O=C(CCSCc1ccccc1Cl)NC1CCCCC1
  0.7%, -3.4%, 2.0%, 2.6%, -12.1%, -16.0%, 21.9%, -7.8%, -16.0, 0.6%
CC1C(=O)N2CCCc3cc(NC(=O)C4CCCCC4)cc1c32 (stereo not drawn)
  /, /, 0.1%, 6.0%, 14.0%, /, 21.1%, -2.2%, 18.8, 0.0%
COC(=O)CCc1c(C)c(C#N)c2nc3ccccc3n2c1N1CCCC1
  1.2%, 7.1%, 49.5%, 13.3%, -21.8%, -1.0%, -4.7%, /, 3.4, /
COc1ccccc1-c1nnc(SCC(=O)O)n1-c1ccccc1
  0.2%, -2.5%, 2.0%, 3.2%, 1.1%, 10.0%, -2.2%, -3.9%, -4.7, 2.5%
N=c1ccn(Cc2ccccc2Cl)cc1
  -11.4%, -3.6%, -1.2%, 4.2%, -28.8%, -10.9%, -0.5%, -1.0%, 0.0, -5.5%
CC1(C(=O)OCc2cc(=O)n3cc(Br)ccc3n2)CC1(Cl)Cl (stereo not drawn)
  0.5%, ?, 0.3%, 1.0%, -10.7%, -1.3%, -3.1%, -3.0%, -11.4, -4.3%
CC(C)Cc1[nH]c(=O)c(C#N)c2c1CCCC2
  0.1%, -2.2%, 3.4%, 8.1%, 4.4%, -2.8%, -3.9%, -1.5%, -4.8, 6.9%
O=[N+]([O-])c1ccc(CN2CCN(c3ccc4ccccc4n3)CC2)cc1
  -4.3%, -4.1%, -0.2%, -2.1%, 9.2%, -19.1%, 1.3%, -0.1%, -10.3, 2.8%
CC(=O)Nc1ccc(OC(=O)COc2ccc(Br)cc2)cc1
  9.9%, 4.0%[11.5 µM], 1.3%, 1.5%, -20.4%, 3.7%, 0.4%, -5.8%, 2.2, -2.3%[46.1 µM]
Cc1ccc(C2(c3noc(CN(C)Cc4cccnc4)n3)CCCC2)cc1
  23.7%, -13.0%, 1.4%, 6.7%, 8.3%, ?, 28.2µM*, -2.9%, -8.2, 1.3%
CCC(C)(C)NC(=O)c1cc(C(=O)OC)cc([N+](=O)[O-])c1
  -14.2%, ?, 1.3%, 1.6%, -5.0%, -0.4%, 3.1%, -3.3%, 4.1, 0.8%
Cc1nc(CCN2C(=O)c3ccccc3C2=O)cs1
  -1.5%, 6.4%, -0.4%, 18.0%, 2.7%, -6.8%, 2.6%, -4.1%, -2.3, -1.9%
CCSc1nsc(SCC)c1C(N)=O
  -7.2%, 7.1%, 0.4%, 7.8%, 5.7%, -0.8%, -1.4%, -4.4%, 2.1, -7.5%
O=C(Nc1ccc(Cl)c(Cl)c1)Nc1ccc([N+](=O)[O-])cn1
  -2.4%, 4.7%, -5.8%, 8.1%, 0.1%, ?, -10.2%, 2.4%, 22.2, -5.9%
CCC(O)(C#CCN1CCCCC1)CC
  8.8%, -7.5%, -0.9%, 6.8%, -10.1%, 7.5%, -4.3%, -2.0%, -0.5, 1.2%[46.1 µM]
Cc1ccc(S(=O)(=O)N(CCC(=O)NCc2ccccc2F)c2ccccc2)cc1
  /, /, -1.0%, -6.0%, -1.3%, /, 4.7%, -1.0%, 11.5, 0.7%
CC(C)CN(CCCNC(=O)CN1C(=O)COc2ccc(S(=O)(=O)N3CCOCC3)cc21)CC(C)C
  12.8%, -2.5%, 3.6%, /, 13.4%, /, 1.6%, -0.1%, 11.7, -1.2%
O=C(/C=C/c1ccc(Cl)cc1)Nn1c(-c2cccs2)nc2ccccc2c1=O
  ?, -5.5%, 203.5%, 4.7%, -27.7%, ?, 0.8%, -2.7%, 7.3, -6.0%[46.1 µM]
Cc1ccc(S(=O)(=O)N2CCC(C(=O)N3CCc4ccccc43)CC2)cc1
  -0.6%, -3.5%, -2.6%, -2.9%, 11.5%, /, -0.2%, -0.5%, 9.6, -2.0%
CNC(=S)N1CCC(c2nc3ccccc3s2)CC1
  -4.0%, -4.7%, -3.2%, 1.8%, -4.4%, -23.3%, 3.9%, -6.7%, 21.8, 1.5%
CN(Cc1nccs1)C(=O)C1CCC(=O)N(Cc2ccccc2F)C1 (stereo not drawn)
  -0.8%, 3.2%, 3.8%, 7.8%, 20.4%, -12.4%, 0.1%, -1.6%, 0.1, -1.8%
O=C(CCCOc1ccccc1)NC1CCCc2ccccc21 (stereo not drawn)
  -1.7%, -8.8%, 2.9%, 8.8%, -7.5%, -10.2%, -1.1%, 0.7%, -0.3, 2.0%[46.1 µM]
COc1ccc(C2C3C(=O)N(N(C)c4ncc(C(F)(F)F)cc4Cl)C(=O)C3ON2C)cc1 (stereo not drawn)
  -3.5%, -17.1%, -3.3%, 0.2%, ?, -1.0%, -0.9%, -0.1%, 26.9, 0.3%
COc1ccc(CNc2ccc3c(c2)nc(C)n3C)cc1OC
  8.3%, 6.8%, -4.5%, -2.3%, 3.1%, -14.9%, -3.0%, -6.1%, -4.9, 1.8%
O=C(N/N=C/c1ccc2nccnc2c1)c1ccncc1
  -0.7%, ?, 1.7%, 4.7%, 18.4%, /, 6.3%, 2.2%, 23.6, -6.8%
CCN(CC(=O)Nc1ccc(NC(C)=O)cc1)C(=O)C(c1ccccc1)c1ccccc1
  -6.3%, ?, -3.6%, 9.1%, -16.5%, -3.4%, -0.2%, -1.0%, 1.8, -1.0%[46.1 µM]
Cc1c(C(=O)OCC(=O)c2ccc3c(c2)OCCO3)oc2ccccc12
  12.6%, -8.5%, 3.5%, 1.7%, -5.4%, 1.5%, 2.8%, -2.9%, -13.3, 5.6%
COc1ccc(OC)c(-c2csc(NC(=O)Cc3ccccc3)n2)c1
  37.2%[activator], -0.6%, -12.9%, 13.7%, -29.4%, /, 14.8%, -2.5%, -2.6, 0.8%
Cc1noc(C)c1COc1ccccc1C(=O)NNC(=O)c1ccccc1F
  /, /, 3.4%, -2.0%, 4.1%, /, -4.9%, -1.2%, -2.0, -3.9%
O=C(N/N=C/c1ccoc1)c1cc(Br)ccc1O
  -9.0%, -1.9%, 3.3%, 3.0%, 8.3%, ?, -3.6%, -3.7%, -10.9, 0.0%
O=C(NCc1ccc(F)cc1)C(Cc1ccccc1)NS(=O)(=O)c1cccs1 (stereo not drawn)
  15.4%, 11.5%, -1.1%, /, -16.8%, 2.1%, -1.0%, -8.4%, -1.5, /
